Screening results: PubChem, several laboratories
LAP4 TOR yeast – modulators of TOR pathway LAP4-GFP in S. cerevisiae. S. cerevisiae LAP4-GFP multiplex, flow cytometry GFP, 3 h; median GFP as percent of DMSO wells. GFP response vs DMSO, % at 10 µM. 0.34% of 320,000 active;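 active = GFP response vs DMSO above a set limit, about the screen mean plus 3 SD, cut at about 150% in these data; inconclusive = under 70 cell events counted for the yeast strain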
RPL19A TOR yeast – yeast TOR pathway RPL19A-GFP modulation. percent response vs DMSO, % at 10 µM. AID 2025. S. cerevisiae RPL19A-GFP strain, flow cytometry, 3 h; active compounds read low. 0.3% of 330,000 active;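 active = percent response vs DMSO below 50%; inconclusive = fewer than 70 events counted for the yeast strain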;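 also: median channel GFP fluorescence of the barcoded RPL19A-GFP strain; ratio of sample median GFP to plate DMSO average so 100% = DMSO; lower means less RPL19A-GFP as with rapamycin TOR inhibition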
procasp3 activ – procaspase-3 (human) activation; P42574; activation, % at 8.5 µM; AID 463141; 0.11% of 330,000 active; recombinant procaspase-3 D3A, Ac-DEVD-pNA absorbance 405 nm;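 active = activation above the mean of all tested compounds plus 3 SD, cut at about 21% in these data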;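 also: 0% = DMSO alone and 100% = DMSO wells spiked with extra 5 µM PC-3 D3A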
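Evaluation: percent activation relative to control range; Material: Procaspase-3 D3A mutant, all three cleavage aspartates alanine; Compound: single dose, 8.5 µM nominal compound, 0.8% DMSO; Replication: one well per compound; Signal: absorbance at 405 nm, 0 and 120 min; Schedule: 1 h preincubation plus 2 h reaction at 25 °C.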
ZTA DNA inh – blocks Epstein-Barr virus ZTA, an EBNA-1 counter-screen | P03206 | ZTA-DNA binding, fluorescence polarization | inhibition, % at 11 µM | 0.15% of 320,000 active | AID 2234; in the data active = inhibition above about 33%
procasp7 counter – counter-screen: procaspase-7 (human) activation | 0.093% of 330,000 active | recombinant procaspase-7, Ac-DEVD-pNA absorbance 405 nm; D23A/D198A/D206A triple mutant, cannot self-cleave; scale: DMSO 0, 5 µM enzyme 100 | P55210 | activation, % at 8.5 µM;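 active = percent activation above the screen-wide mean plus 3 SD, cut at about 25% in these data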
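Assay system: Uncleavable procaspase-7 mutant enzyme | Input: 2 µM procaspase-7 mutant as dispensed | Timing: 1 h compound preincubation, 2 h substrate cleavage, 25 °C | Repeats: One well per compound | Control set: DMSO wells as 0%, DMSO with 5 µM added PC-7 as 100% | Technique: Epi-absorbance of released pNA at 405 nm, two timepoints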
EBNA-1 inhibitor – blocks EBNA-1 binding to DNA. inhibition, % at 14.8 µM. EBNA-1 DNA binding, fluorescence polarization. 0.34% of 300,000 active; in the data active = inhibition above about 28%
MEP2-GFP yeast – modulators of TOR pathway MEP2-GFP in S. cerevisiae | S. cerevisiae MEP2-GFP strain, flow cytometry GFP, 3 h; 100% = DMSO control level | GFP response vs DMSO, % at 10 µM | 0.51% of 330,000 active;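 active = GFP response versus DMSO above a set limit, roughly screen mean plus 3 SD, cut at about 180% in these data; inconclusive = fewer than 70 cells counted for a yeast strain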;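 also: median GFP fluorescence of the barcode-gated MEP2-GFP cells per well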
AHR activator – activates the human aryl hydrocarbon receptor. P35869. AHR-responsive luciferase reporter cells, luminescence. activation, % at 5 µM. 2.5% of 320,000 active. AID 2796; in the data active = activation above about 47%;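 also: 0% = vehicle wells and 100% = reference agonist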
Starred values were filed as active, the others as inactive; ? = inconclusive; · = not tested or not shown; & = joins results of further samples; [ ] = another dose, or the depositor's remark.

Sample of the layout, five compounds:
smiles | LAP4 TOR yeast | RPL19A TOR yeast | procasp3 activ | ZTA DNA inh | procasp7 counter | EBNA-1 inhibitor | MEP2-GFP yeast | AHR activator
COc1ccc2ccc(O)c(CN(C)CC(=O)Nc3ccccc3C(F)(F)F)c2c1 | 89 | 94 | -13 | -2 | -32 | 2 | 94 | 16
COc1ccc(NC(=O)C(=O)NCC2CCCN2S(=O)(=O)c2cccs2)cc1 (stereo unspecified) | 111 | 97 | -2 | -6 | 11 | -9 | 94 | 3
CCOc1ccc(CN(CCO)CCO)cc1C(=O)OC | 97 | 101 | 6 | -11 | -2 | 6 | 102 | -1
Cc1ccc(NC(=O)COC(=O)c2ccc(Cl)cc2)cc1S(=O)(=O)N(C)C | 91 | 88 | 8 | 6 | 7 | -3 | 95 | 1
CC1CCN(C(=O)c2ccc3c(Cl)c4c(nc3c2)CCCC4)CC1 | 91 | 107 | 5 | -12 | 5 | -6 | 106 | 1

The listing, previewed entries included:
smiles | LAP4 TOR yeast | RPL19A TOR yeast | procasp3 activ | ZTA DNA inh | procasp7 counter | EBNA-1 inhibitor | MEP2-GFP yeast | AHR activator
COc1ccc2ccc(O)c(CN(C)CC(=O)Nc3ccccc3C(F)(F)F)c2c1 | 89 | 94 | -13 | -2 | -32 | 2 | 94 | 16
COc1ccc(NC(=O)C(=O)NCC2CCCN2S(=O)(=O)c2cccs2)cc1 (stereo unspecified) | 111 | 97 | -2 | -6 | 11 | -9 | 94 | 3
CCOc1ccc(CN(CCO)CCO)cc1C(=O)OC | 97 | 101 | 6 | -11 | -2 | 6 | 102 | -1
Cc1ccc(NC(=O)COC(=O)c2ccc(Cl)cc2)cc1S(=O)(=O)N(C)C | 91 | 88 | 8 | 6 | 7 | -3 | 95 | 1
CC1CCN(C(=O)c2ccc3c(Cl)c4c(nc3c2)CCCC4)CC1 | 91 | 107 | 5 | -12 | 5 | -6 | 106 | 1
Cc1ccccc1NS(=O)(=O)c1cccc(-c2nnc(-c3ccccc3)o2)c1 | 100 | 101 | -5 | 12 | 8 | 11 | 100 | 17
COc1ccc(C(CC(=O)c2ccc(C)cc2)C(C#N)C#N)cc1OC (stereo unspecified) | 101 | 105 | -6 | -11 | -5 | 1 | 104 | 0
CC(=O)Nc1ccc(-c2csc(NC(=O)CCCc3cccs3)n2)cc1 | 96 | 101 | -3 | 5 | 4 | -6 | 105 | -1
COC(=O)c1c(-c2ccc(Br)cc2)noc1N | 107 | 100 | 5 | -6 | 4 | -8 | 104 | 15
O=C(c1cc(-c2cccc(Cl)c2)on1)N1CCCCCC1 | 103 | 101 | 0 | 17 | 5 | 12 | 99 | 2
O=C(Cc1ccc([N+](=O)[O-])cc1)Nc1cccc(C(=O)N2CCCCC2)c1 | 93 | 101 | 11 | · | -3 | · | 94 | -2
COc1ccc(-n2cc(CN(C)C3CCOCC3)c(-c3cccc(F)c3)n2)cc1 | 95 | 97 | -2 | -19 | 10 | 4 | 95 | 4
CC(C)CC(C(=O)N1CCOCC1)N1Cc2ccccc2C1=O (stereo unspecified) | 87 | 95 | 1 | -7 | -4 | 1 | 95 | -2
C[C@@H]1C=C(C(=O)NCc2nc3ccccc3[nH]2)O[C@H](OCc2ccc(CO)cc2)C1 | 95 | 101 | -7 | 8 | -9 | 0 | 103 | 6
COC(=O)Cc1cc(=O)n(-c2nc3ccccc3[nH]2)[nH]1 | 99 | 101 | -5 | 4 | 2 | 0 | 106 | 9
O=C(O)c1ccc2c(=O)n(-c3ccccc3F)c(=S)[nH]c2c1 | 103 | 98 | 5 | 30 | 6 | 14 | 91 | 1
C=CCOc1cccc(CNc2ccc3[nH]c(=O)[nH]c3c2)c1 | 102 | 113 | 0 | -11 | -2 | 5 | 104 | 2
CCC(NC(=O)c1ccccc1NC(=O)c1ccccc1)C(=O)NNC(=O)CSc1nc2ccccc2o1 (stereo unspecified) | 93 | 107 | -1 | 14 | -7 | 2 | 101 | 5
O/N=C/c1cn(-c2ccccc2)nc1-c1cccnc1 | 103 | 100 | 6 | 2 | -2 | 5 | 98 | 51*
CCN(CC)CCCOC(=O)C(c1ccccc1)c1ccccc1 | 105 | 98 | -4 | -1 | -5 | -10 | 104 | -1
O=C1CSC(c2cccnc2)N1Cc1cccnc1 (stereo unspecified) | 107 | 98 | -2 | -2 | 5 | -1 | 92 | -2
CC(C)C1=NOC(C(=O)N2CCC(N3CCC(C(=O)N4CCOCC4)CC3)CC2)C1 (stereo unspecified) | 98 | 100 | -4 | -14 | 5 | -6 | 101 | 0
C/C(=N\NC(=O)Cn1nc(C)c([N+](=O)[O-])c1C)c1ccc(O)cc1 | 89 | 103 | -3 | -21 | -5 | -6 | 104 | 1
COc1ccc(NC(=O)CC2C(=O)N(C)C(=S)N2CCc2ccc(F)cc2)cc1 (stereo unspecified) | 103 | 95 | -8 | 2 | -3 | -1 | 96 | 3
S=c1[nH]nc(CCCc2n[nH]c(=S)o2)o1 | 108 | 104 | -7 | -1 | -24 | -6 | 107 | 1
O=C(O)CSc1cccc2cccnc12 | 112&106 | 99&100 | 11&-4 | 15&10 | -6&3 | 4&-4 | 102&98 | 1&2
CC(C)Oc1cc2ccccc2cc1CNC[C@H]1O[C@@H](n2cnc3c(N)ncnc32)[C@H](O)[C@@H]1O | 94 | 96 | 4 | · | 6 | · | 95 | -1
CCOC(=O)Cn1cncc1-c1ccc([N+](=O)[O-])cc1 | 83 | 101 | 3 | 4 | 4 | -5 | 106 | 0
CCN(CC(=O)Nc1cccc(S(N)(=O)=O)c1)Cc1nc2ccccc2c(=O)[nH]1 | 100 | 103 | 0 | 8 | 3 | 5 | 101 | 0
Cn1c(=O)c(Sc2ccc(Cl)cc2)c(O)c2ccccc21 | 108 | 111 | 3 | -3 | -4 | -1 | 114 | 7
CCOCCCNS(=O)(=O)c1ccc2c(c1)oc(=O)n2CC(=O)OCC | 90 | 94 | 7 | -9 | -7 | -1 | 97 | -1
O=C(c1cccc(C(F)(F)F)c1)N1CCN(c2cc(=O)[nH]nc2-c2ccccc2)CC1 | 97 | 103 | -4 | 6 | -1 | 0 | 101 | 1
CN(C)S(=O)(=O)c1cccc(NC(=S)N/N=C/c2cccc(O)c2)c1 | 91 | 105 | 3 | -6 | -2 | 3 | 103 | 12
COc1ccc(CCn2c(=N)c(C(=O)NCc3ccco3)cc3c(=O)n4ccccc4nc32)cc1 | 104 | 100 | -23 | -5 | -31 | -5 | 104 | -4
O=S(=O)(NCc1csc(-c2cccs2)n1)c1cccc(C(F)(F)F)c1 | 108 | 98 | -2 | 3 | 1 | -12 | 102 | 0
C=CCn1c(SCC(=O)N(C)C)nc2cc(C(=O)O)ccc2c1=O | 92 | 94 | -4 | 19 | 6 | 1 | 97 | -1
Cc1nn(CC(=O)N2CCCCC2)c(=O)c2nn(-c3ccccc3)c(C)c12 | 85 | 89 | 2 | -9 | -7 | -14 | 82 | 5
O=S(=O)(N=S(N1CCCCC1)N1CCCCC1)c1ccccc1 | 102 | 99 | -4 | 2 | 9 | -1 | 101 | 0
O=C(Nc1ccncc1)c1c(F)c(F)c(F)c(F)c1F | 97 | 102 | -7 | 3 | -8 | -3 | 114 | -1
COc1cc(NC(=O)c2cc3nc(-c4ccccc4)cc(-c4ccccc4)n3n2)cc(OC)c1OC | 93 | 101 | -4 | 2 | -6 | 0 | 101 | -1
Cc1ccc(-c2csc(NC(=O)COc3ccc(N(C)S(=O)(=O)c4ccc(C)cc4)cc3)n2)cc1 | 108 | 90 | -1 | -5 | -6 | 7 | 86 | 5
Cc1cc(C)c(C(=O)NNC(=O)c2cccnc2)c(C)c1 | 95 | 101 | -1 | 4 | 2 | -4 | 98 | 4
NC(=O)c1nn2c(C(F)(F)F)cc(-c3ccccc3)nc2c1Br | 90 | 93 | 2 | -6 | 14 | 1 | 92 | 13
N/C(=N\OC(=O)c1cccc([N+](=O)[O-])c1)c1cccnc1 | 77[may fluoresce violet] | 24*[may fluoresce violet] | 9 | 4 | -3 | -4 | 215*[may fluoresce violet] | 114*
O=C(/C=C\c1ccco1)Nc1nc(-c2ccccc2)cs1 | 104 | 99 | 0 | 2 | 15 | -5 | 97 | -2
Cc1ccc(S(=O)(=O)N2CCC(C(=O)NCC3CC3)CC2)cc1 | 86 | 94 | 0 | 5 | 2 | 8 | 103 | -2
COc1ccc(S(=O)(=O)N2CCN(Cc3cccc([N+](=O)[O-])c3)CC2)cc1 | 99 | 95 | 3 | -6 | 10 | 6 | 96 | -2
CCN(Cc1ccccc1)C(c1cccc(C#N)c1)c1nnnn1C(C)(C)C (stereo unspecified) | 105 | 95 | 11 | -12 | 7 | -17 | 102 | -3
Cc1nn(C)c(=O)n1N(C)c1ncc(C(F)(F)F)cc1Cl | 99 | 107 | -7 | -14 | 6 | -4 | 100 | -1
COc1ccccc1-c1cn(C(C)(C)C)nc1C | 95 | 97 | 2 | 4 | 1 | 11 | 97 | 3
COc1ccc2nc(NC(=O)C3CCN(S(=O)(=O)c4cccc5nsnc45)CC3)sc2c1 | 100 | 98 | 2 | -19 | -4 | 2 | 105 | -1
Cc1cc(C)c(C#N)c(SCC(=O)CC(=O)OC(C)C)n1 | 98 | · | -9 | -2 | -6 | 1 | 92 | 7
O=C(Nc1cccc([N+](=O)[O-])c1)N1CCCCCC1 | 101 | 99 | -7 | -1 | 9 | -7 | 102 | 1
COc1cc(NC(=O)c2ccc3snnc3c2)cc(OC)c1 | 123 | 101 | 0 | 5 | 0 | 4 | 101 | 21
COc1ccc(S(=O)(=O)N(C)C[C@H]2Oc3ccc(NC(=O)Nc4c(C)noc4C)cc3C(=O)N([C@H](C)CO)C[C@@H]2C)cc1 | 98 | 94 | 0 | · | 9 | · | 97 | -1
COC(=O)[C@]1(Cc2ccccc2)N[C@H](CN(C)S(=O)(=O)c2ccc(OC(F)(F)F)cc2)[C@@H]2C(=O)N(C)C(=O)[C@@H]21 | 87 | 92 | 1 | · | 8 | · | 91 | -1
COc1ccc(C)cc1N(CC(N)=O)S(=O)(=O)c1ccc(C)cc1 | 101 | 98 | 11 | 4 | 0 | 2 | 104 | 4
O=C(O)[C@H]1CCCC[C@H]1C(=O)NCCc1ccccc1 | 117 | 114 | -4 | 16 | -5 | 0 | 107 | -7
COc1cc(CNCCSc2nnnn2C)cc(Br)c1OCc1ccccc1F | 100 | 103 | 4 | -7 | 7 | 3 | 106 | 1
CCOc1cccc(-c2cc(-c3n[nH]c(=S)n3CC)c3ccccc3n2)c1 | ? | 45*[may fluoresce violet] | -21 | 8 | -16 | -4 | 268*[may fluoresce violet] | 39
COc1cccc(/C=N/NC(=O)c2ccc(=O)[nH]n2)c1O | 112 | 97 | 7 | -6 | -6 | 0 | 97 | 2

Shown with each value named: part of the list above.
> COc1cccc(/C=N/NC(=O)c2ccc(=O)[nH]n2)c1O
  LAP4 TOR yeast: 112; RPL19A TOR yeast: 97; procasp3 activ: 7; ZTA DNA inh: -6; procasp7 counter: -6; EBNA-1 inhibitor: 0; MEP2-GFP yeast: 97; AHR activator: 2
> Cc1cc(C)c(C(=O)NNC(=O)c2cccnc2)c(C)c1
  LAP4 TOR yeast: 95; RPL19A TOR yeast: 101; procasp3 activ: -1; ZTA DNA inh: 4; procasp7 counter: 2; EBNA-1 inhibitor: -4; MEP2-GFP yeast: 98; AHR activator: 4
> COC(=O)[C@]1(Cc2ccccc2)N[C@H](CN(C)S(=O)(=O)c2ccc(OC(F)(F)F)cc2)[C@@H]2C(=O)N(C)C(=O)[C@@H]21
  LAP4 TOR yeast: 87; RPL19A TOR yeast: 92; procasp3 activ: 1; ZTA DNA inh: ·; procasp7 counter: 8; EBNA-1 inhibitor: ·; MEP2-GFP yeast: 91; AHR activator: -1

Random draw from the library; 3.8% or so of the library scored in one or more.
